Bioassay records: PubChem BioAssay, NCI
All columns: NCI-60 one-dose screen, growth in % after 48 h at 10 µM unless noted; 100 = growth as untreated, 0 = no growth, -100 = all killed.
CCRF-CEM: CCRF-CEM leukemia | hit rate 7% among 77,000 | AID 1794778
MOLT-4: MOLT-4 leukemia cells | hit rate 6.9% among 80,000
EKVX: EKVX NSCLC. hit rate 3% among 71,000. AID 1794765
A549/ATCC: A549/ATCC NSCLC; hit rate 3.7% among 81,000
HOP-62: HOP-62 NSCLC; AID 1794735; hit rate 3.9% among 80,000
RPMI-8226: RPMI-8226 leukemia cells; hit rate 7.5% among 77,000
HOP-92: HOP-92 NSCLC cells; hit rate 6.3% among 71,000; AID 1794738
M14: M14 melanoma | hit rate 6.2% among 80,000
* = called active by the depositor; . = not tested or not shown; & = joins results of further samples; [ ] = another dose, or the depositor's remark. The calls were made as follows: active = growth percent below 10; inactive = the rest. Not a hit list; 13% or so of the library scored in one or more.

SMILES | CCRF-CEM | MOLT-4 | EKVX | A549/ATCC | HOP-62 | RPMI-8226 | HOP-92 | M14
COc1ccc(-c2nnc3ccc(-n4nc(C)cc4C)nn23)cc1 | 93 | 103 | 96 | 97 | 99 | 87 | 73 | 107
Cc1ccccc1Nc1nc(N)nc(C)c1Br | 95 | 89 | 92 | 96 | 98 | 92 | 78 | 117
CC(C)CCn1c(=O)c2c(ncn2C)n(C)c1=O | 100 | 96 | . | 99 | 98 | 103 | 75 | 95
O=C(CSc1nnc2n3c(nn12)SCC(c1ccccc1)=N3)c1ccc(Cl)cc1 | 101 | 103 | 104 | 111 | 100 | 104 | 123 | 100
COC(=O)c1ccc2c(c1)[n+](=O)c(C(=O)OC)c(C)n2[O-] | 91 | 77 | 85 | 87 | 105 | 76 | 78 | 88
Cc1ccc(N=Cc2ccccc2O)cc1Cl | 95&88 | 111&82 | 102&100 | 107&95 | 110&106 | 99&91 | 91&78 | 100&97
CCN(CC)c1ccc(/C=C/c2ccc3cc(C)ccc3[n+]2CC)cc1 | 6.1* | -15* | 12 | 8.8* | 4.0* | -8.9* | -18* | 2.1*
COC(=O)C1(O)NC(=C(C#N)C#N)C(C#N)=C1C(=O)c1ccc(OC)c(OC)c1 (centres undefined) | 92 | 92 | 113 | 92 | 96 | 90 | 90 | 98
O=C(Nc1ccccc1F)OCCCl | 100[100 µM] | 107[100 µM] | 106[100 µM] | 96[100 µM] | 102[100 µM] | 98[100 µM] | 107[100 µM] | 110[100 µM]
COc1ccc(-c2cc(-c3cccnc3)nc3sc(C(N)=O)c(N)c23)cc1OC | 74 | 57 | . | 80 | 82 | 61 | 63 | 97
Cc1ccn2c(C(=O)c3ccccc3)cc(-c3cc(-c4ccc(N(C)C)cc4)c(C#N)c(N)n3)c2c1 | 97 | 83 | 89 | 46 | 53 | 82 | 24 | 81
CSc1ccc2c(c1)N(C(=O)/C(C#N)=C/c1c[nH]c3ccccc13)c1ccccc1S2 | 19 | 30 | 35 | 47 | 60 | 21 | 44 | 29
Cc1ccccc1-n1on1-c1ccccc1C | 104 | 101 | 103 | 107 | 93 | 103 | 118 | 109
O=C(CSc1nc2ccccc2[nH]1)NCCO | 99 | 105 | 98 | 82 | 86 | 106 | 93 | 104
CC(=O)NN1C(=O)c2ccccc2C1=O | . | 88 | 89 | 105 | 96 | 101 | . | 96
COC(=O)/C(CCC(Br)C(C)(C)[n+]1ccccc1)=C1\[C@@H](OC(C)=O)C[C@@]2(C)[C@H]1C[C@@H](O)[C@H]1[C@@]3(C)CC[C@H](O)[C@@H](C)[C@@H]3CC[C@@]12C (some centres undefined) | 107 | 103 | 107 | 114 | 103 | 98 | 95 | 103
COc1ccc(C2OCC3(CO)COC(c4ccc(OC)c(OC)c4)N23)cc1OC (centres undefined) | . | 90 | 98 | 96 | 100 | . | . | 61
OC(c1ccccc1)c1n[nH]c(=S)n1-c1ccc(F)cc1 (centres undefined) | 94 | 91 | 98 | 112 | 99 | 98 | 81 | 97
CCOC(=O)[C@@]12CCCC=C1N1c3cc(Cl)ccc3-c3ccnn3[C@H]1CC2 | . | 74 | . | 85 | 85 | 51 | 50 | 90
CCCCCCCCCCCc1ccn(CO)n1 | 98 | 93 | 115 | 91 | 109 | 97 | 66 | 107
COC(=O)c1c(C(=O)OC)c2ccc3c4ccccc4ccc3n2c1C(=O)C(C)Br (centres undefined) | -4.3* | 0.2* | 87 | 51 | 67 | 3.3* | 53 | 46
Nc1c(I)c(I)c(S(=O)(=O)O)c(I)c1I | 102 | 110 | 124 | 108 | . | 113 | 104 | 105
COc1cc(-c2nc(-c3ccccc3)[nH]c2-c2ccnc(NCCCNS(=O)(=O)c3ccc(F)cc3)n2)ccc1F | 39 | 41 | 60 | 62 | 127 | 40 | 90 | 63
Cc1cc(C)c2c(c1)N(C)c1ncnc(-n3cnc4cc(C)ccc43)c1CC2C (centres undefined) | 0.6* | 13 | 39 | 26 | 32 | 9.9* | 38 | 5.2*
COc1ccc(N2C(=N)C(=S)N(c3ccc(OC)cc3)C2=O)cc1 | 90 | 97 | 110 | 88 | 84 | 101 | 82 | 96
O=C1/C(=C/c2ccc(OCc3ccccc3F)cc2)Oc2cc(O)ccc21 | 51 | 56 | 58 | 57 | 78 | 53 | 66 | 89
CCC(NC(N)=O)C(CC)NC(N)=O (centres undefined) | . | 88 | 105 | 116 | 96 | 127 | 97 | 103
CC(=O)Nc1ncc2c(n1)-c1cccn1CC2 | 102 | 106 | 106 | 106 | . | 107 | 96 | 99
Cc1ccc(C)c(CC(N)C(=O)O)c1 (centres undefined) | 107 | 121 | 95 | 121 | 100 | . | 97 | 92
Cc1c(C(=O)OCCCCOC(=O)c2c(C)n(C)c3scc[n+]23)[n+]2ccsc2n1C | 96 | 95 | 96 | 90 | 109 | 96 | 89 | 110
COc1cc2c(cc1C)C(=O)c1ccccc1-2 | 100 | 97 | 97 | 96 | 97 | 100 | 100 | 99
CCC(C)C(N)C(=O)NC(CC(C)C)C(=O)N1CCCC1C(=O)NC(Cc1c[nH]c2ccccc12)C(=O)NC(CCCCN)C(=O)NC(Cc1c[nH]c2ccccc12)C(=O)N1CCCC1C(=O)NC(Cc1c[nH]c2ccccc12)C(=O)NC(Cc1c[nH]c2ccccc12)C(=O)N1CCCC1C(=O)NC(Cc1c[nH]c2ccccc12)C(=O)NC(CCCNC(=N)N)C(=O)NC(CCCNC(=N)N)C(N)=O (centres undefined) | -59* | -28* | 104 | 106 | 103 | 75 | 86 | 108
Nc1nn(C(=O)Nc2ccc(Cc3ccccc3)cc2)c2ccc(Cl)cc12 | 74 | 26 | 70 | 38 | 68 | . | 100 | 37
N#C/C(=C\c1ccc2c(c1)OCO2)C(=O)Nc1sc2c(c1C#N)CCCC2 | 106 | 100 | 96 | 97 | 100 | 98 | 83 | 101
O=C1/C(=C\c2cccn2C(=O)c2ccccc2)c2ccccc2N1c1c(Cl)cccc1Cl | 14 | 28 | 81 | 77 | 99 | 70 | 81 | 76
O=C(NN1C(=O)CSC1c1ccccc1)c1ccc(NC(=O)c2ccccn2)cc1 (centres undefined) | 104 | 90 | 90 | 100 | 103 | 103 | 126 | 101
CSC(=O)NC(=O)NC(=O)c1ccc([N+](=O)[O-])cc1 | 116 | 129 | 105 | 105 | 103 | 78 | 88 | 108
O=c1oc2cc(OS(=O)(=O)c3ccccc3)c(Cl)cc2c2c1CCCCCC2 | 81 | 77 | . | 88 | 118 | 75 | 66 | 80
CCc1ccccc1N/N=C/c1cn(-c2ccc(C(=O)O)cc2)nc1-c1cc2ccccc2oc1=O | 95 | 103 | 111 | 104 | 107 | 96 | 112 | 104
N#Cc1ccc(-c2nn(-c3ccc(C(=O)O)cc3)cc2CNc2cccc(Br)c2)cc1 | 24 | 24 | 66 | 56 | 42 | 33 | 57 | 37
COc1cc(C2CC(c3cccc(Nc4ccncc4)c3)=Nc3c(N)nc(N)nc3N2)cc(OC)c1OC (centres undefined) | 96 | 97 | 96 | 87 | 109 | 85 | 90 | 95
CCOC(=O)C(CC(CO)(C(C)=O)C(=O)OCC)C(C)=O (centres undefined) | . | 105 | . | 103 | 98 | 104 | . | 112
CC(=O)Nc1ccc(O)c2ccccc12 | 117 | 98 | 101 | 95 | 97 | 105 | 112 | 102
Nc1nc2c(c(-c3nc(N)nc4c3CCC4)n1)CCC2 | 81 | 87 | 94 | 100 | 104 | 117 | 115 | 103
CCOC(=O)c1c(C)c2c(n1Cc1ccccc1)CSc1cc(C(=O)c3ccccc3)c(=O)[nH]c1-2 | 92[100 µM] | 81[100 µM] | 65[100 µM] | 77[100 µM] | 113[100 µM] | 68[100 µM] | 65[100 µM] | 97[100 µM]
Cn1nc(C(C)(C)C)c(C#N)c1Nc1ccccc1 | 95 | 77 | 101 | 81 | 103 | 68 | 103 | 105
Nc1c(Br)cccc1Br | 99 | 73 | 133 | 79 | 102 | 106 | 103 | 104
Cc1nc2sc(C(=O)Nc3ccc4c(c3)OCCO4)c(N)c2cc1C(C)O (centres undefined) | 101 | 107 | 89 | 105 | 117 | 101 | 119 | 111
Cc1nc2ccccc2c(=O)n1-c1cccc(OCc2cn(-c3ccc(O)cc3)nn2)c1 | 90 | 96 | 107 | 89 | 104 | 82 | 84 | 107
Cc1csc(Nc2cccc(Nc3nc(C)cs3)c2)n1 | 89 | 71 | 61 | 88 | 99 | 62 | 52 | 86
COS(=O)OCCCl (centres undefined) | . | 77 | . | 110 | 108 | 100 | 99 | 100
CCOC(=O)C1=NN=C(N2C(=S)NC(=O)C2CC(C)C)/C1=C\c1ccc(Cl)cc1 (centres undefined) | 97 | 101 | 102 | 104 | 94 | 101 | 106 | .
Nc1c(C(=O)c2ccc3c(c2)OCO3)sc2nc(-c3ccc4c(c3)OCO4)cc(C(F)F)c12 | 100 | 90 | . | 85 | 73 | 89 | 86 | 92
COc1ccc(C(O)C2c3c(cc4c(c3OC)OCO4)CCN2C)c(CO)c1OC (centres undefined) | 91 | 98 | 97 | 96 | 100 | 92 | 93 | 106
Cc1nc(-c2ccc(Br)cc2)ccc1C(=O)N/N=C/c1ccccc1 | 94 | 97 | 101 | 96 | 97 | 102 | 96 | 100
CNc1ccccc1C(N)=O | 102 | 117 | 98 | 97 | 96 | 110 | 110 | 96
CCCNC(=O)Oc1ccc(/C(=C(/CC)Cc2ccccc2)c2ccc(OCCN(CC)CC)cc2)cc1 | 58 | 47 | 79 | 64 | 84 | 42 | 56 | -35*
Cc1cc(C)nc(NS(=O)(=O)c2ccc(N)cc2)n1 | 100 | 95 | 99 | 98 | 104 | 108 | . | 109
CCOC(=O)C(Cc1ccc(OC)c(OC)c1C)(NC(C)=O)C(=O)OCC | 128 | 117 | 98 | 110 | 97 | 115 | 101 | 108
N#CCCN(CCCN1CCOCC1)CN1C(=O)c2ccccc2C1=O | 106 | 91 | 107 | 105 | 105 | 108 | . | 125

Next compounds:
SMILES | CCRF-CEM | MOLT-4 | EKVX | A549/ATCC | HOP-62 | RPMI-8226 | HOP-92 | M14
CCOC(=O)N1CCN(Cc2c(O)ccc3ccccc23)CC1 | 86 | 81 | 94 | 97 | 94 | . | . | 102
COc1cc(/C=C/C(=O)O)ccc1OCc1cn(-c2ccc(Cl)cc2)nn1 | 96 | 94 | 100 | 103 | 99 | 100 | 94 | 101
Nc1nn2c(-c3cccs3)ccnc2c1N=Nc1ccc(S(N)(=O)=O)cc1 | 94 | 103 | 103 | 88 | 107 | 93 | 104 | 102
O=C(COc1ccc(/C=C2\Cc3ccc(Cl)cc3C2=O)cc1)Nc1nccs1 | 59 | 52 | 110 | 84 | 101 | 92 | 78 | 103
O=c1[nH]c(=S)[nH]cc1Cc1ccccc1 | 65 | 90 | 96 | 92 | 90 | 90 | 86 | 101
Cc1nn(-c2ccccc2)c2nc3nc4c(c(N)c3c(-c3ccc(Cl)cc3)c12)CCC4 | 22 | 90 | . | 85 | 101 | 82 | 80 | 99
CC(=O)O[C@H]1C(=O)N(Cc2ccncc2)C(=O)[C@@H]1OC(C)=O | 86 | 104 | 102 | 84 | 98 | 88 | 100 | 103
CC(C)=C1CCC(C)C/C1=N/NC(=O)c1ccncc1 (centres undefined) | . | 98 | . | 103 | 100 | . | . | 100
CCc1c(C)c2ccc(O)c(-c3cc(-c4ccccc4)c(C#N)c(N)n3)c2oc1=O | 79 | 76 | 80 | 89 | 112 | 82 | 47 | 97
Cn1ncc2c(N)ncnc21 | 97 | 127 | 102 | 105 | 97 | 103 | 86 | 100
COc1ccc(C(=O)/C=C/c2ccc(OCc3ccc(C)cc3)c(OC)c2)cc1OC | 32 | 29 | 61 | 63 | 101 | 8.6* | 61 | 87
CCC1(CC)CNC(=O)NC1=O | 16 | 86 | 101 | 96 | 104 | 81 | . | 106
COc1ccc2c(c1)c(-c1nc(-c3c[nH]c4ncccc34)cs1)cn2C | 52 | 55 | 29 | 82 | 90 | 44 | 61 | 64
O=C1C(=Cc2ccc(Cl)cc2)C(=O)c2ccccc21 | 98 | 94 | 95 | 88 | 72 | 98 | 71 | 103
NC(N)=N/N=C/c1cc(Cl)ccc1O | 93 | 101 | 119 | 92 | 94 | 85 | 52 | 104
COc1ccc(Cn2cc3c(c2-c2ccccc2)CCc2c(CN4CCOCC4)noc2-3)cc1 | 109 | 102 | 102 | 101 | 99 | 113 | 119 | .
